NPY2 pot ag = potentiators or agonists of human neuropeptide Y receptor Y2. P49146. cells expressing NPY-Y2, potentiator/agonist read-out. activation, % at 3.6 µM. 220,000 compounds, 0.45% hits. AID 1359; in the data active means activation above about 27%;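 further: cells stimulated with NPY near EC25 plus isoproterenol at EC100; 0% = vehicle plus submaximal agonist and 100% = vehicle plus saturating agonist; some results beyond the cut were filed as inactive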
Mdm2 ligase inh = Mdm2 E3 ligase (human) inhibition | signal enhancement, % at 5 µM | 210,000 compounds, 0.11% hits | Q00987 | cell-based MDM2 ubiquitination luciferase reporter, 2 h; 0 = plate control, 100 = twice control, blank-subtracted;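 active means signal enhancement of 30% or more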;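 further: luminescence tracks abundance of the self-degrading MDM2-luciferase fusion protein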
Target sequence (Q00987 whole entry, looked up, the tested form may be a part): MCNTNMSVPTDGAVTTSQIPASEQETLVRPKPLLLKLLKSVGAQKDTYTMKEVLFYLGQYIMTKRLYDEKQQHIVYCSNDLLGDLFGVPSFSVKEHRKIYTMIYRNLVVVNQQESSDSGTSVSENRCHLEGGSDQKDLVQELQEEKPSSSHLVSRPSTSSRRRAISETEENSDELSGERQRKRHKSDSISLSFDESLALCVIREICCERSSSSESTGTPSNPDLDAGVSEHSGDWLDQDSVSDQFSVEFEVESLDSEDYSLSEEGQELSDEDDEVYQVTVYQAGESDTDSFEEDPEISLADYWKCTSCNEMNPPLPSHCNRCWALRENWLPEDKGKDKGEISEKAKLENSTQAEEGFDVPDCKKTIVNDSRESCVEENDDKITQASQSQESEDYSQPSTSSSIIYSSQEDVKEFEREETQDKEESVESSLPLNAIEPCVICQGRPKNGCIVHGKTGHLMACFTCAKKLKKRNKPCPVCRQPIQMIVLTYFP
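Assay system: stable mammalian line carrying autodegrading MDM2–luciferase fusion reporter; amount: 2000 cells seeded into each well; buffer or medium: DMEM; benchmarks: plate control and blank wells; signal: luciferase luminescence; timing: 2 h compound exposure at 37 °C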
Wee1 stabilizer = inhibitors of human Wee1 degradation; AID 1321; 220,000 compounds, 1.2% hits; reporter increase, % at 5 µM; HeLa Luc-Wee1K328M stability, luciferase luminescence; 100% = proteasome inhibitor MG132 effect;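 active means activation above the mean of all tested compounds plus 3 SD, set per screening run, cut at about 8.8% in these data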;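 further: cells exposed to compound for 20 h before luminescence read; 0% = DMSO alone and 100% = MG132 at 30 µM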
Ba/F3 V617F tox = lowers viability of Ba/F3 cells expressing EpoR and JAK2V617F; 220,000 compounds, 1.1% hits; AID 1446; ATP luminescence; inhibition, % at 5.6 µM;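 active means inhibition above the campaign mean plus 3 SD over all tested compounds, cut at about 24% in these data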;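 further: cytokine-independent growth of Ba/F3 cells driven by EpoR plus mutant JAK2; 0% = DMSO-treated cells and 100% = JAK inhibitor I control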
S1P4 ag = human S1P4 receptor agonism | O95977 | S1P4-expressing cell line, agonist reporter assay | activation, % at 4.98 µM | 220,000 compounds, 0.35% hits | AID 1509; in the data active means activation above about 11%;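 further: 0% = DMSO vehicle and 100% = reference agonist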
Target sequence (O95977 whole entry, looked up): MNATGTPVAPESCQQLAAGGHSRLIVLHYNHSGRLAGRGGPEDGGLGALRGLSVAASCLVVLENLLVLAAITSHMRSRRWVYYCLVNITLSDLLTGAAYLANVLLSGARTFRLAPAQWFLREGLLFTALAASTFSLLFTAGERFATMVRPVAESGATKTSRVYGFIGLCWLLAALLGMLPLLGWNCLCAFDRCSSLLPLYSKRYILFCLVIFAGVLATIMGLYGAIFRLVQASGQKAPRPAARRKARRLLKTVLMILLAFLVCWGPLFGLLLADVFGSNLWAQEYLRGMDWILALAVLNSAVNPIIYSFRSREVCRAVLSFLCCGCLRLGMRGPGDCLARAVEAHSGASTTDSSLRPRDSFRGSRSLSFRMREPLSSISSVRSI
PERK inh = human PERK inhibition, primary cell-based screen; Q9NZJ5; CHO PERK-DD fusion, SEAP luminescence translation reporter; inhibition, % at 5.6 µM; 220,000 compounds, 0.17% hits; AID 1416;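 active means inhibition above the mean inhibition of all tested compounds plus 3 SD, set separately per screening campaign, cut at about 2.9% in these data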;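 further: PERK kinase domain activated by AP20187 dimerizer at 100 nM; 0% = DMSO with dimerizer and 100% = rapamycin at 8.4 µM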
eIF4E-4G inh = eIF4E/eIF4G interaction inhibition in translation initiation; P63073+Q04637; 220,000 compounds, 0.37% hits; inhibition, % at 21.7 µM; AID 782; TR-FRET eIF4E-eIF4GI(517-606) binding, 2 h;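 active means inhibition above about 30%, limit read from the data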;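 further: 0% = full FRET control wells and 100% = background wells lacking eIF4GI fragment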
S1P4 antagonist = antagonists of human S1P4 receptor; AID 1510; O95977; S1P4-expressing cells, antagonist mode, reporter read-out; inhibition, % at 4.98 µM; 220,000 compounds, 0.26% hits; in the data active means inhibition above about 29%;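 further: 0% = wells stimulated with agonist and 100% = vehicle wells without agonist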
BaF3 parental = counter-screen for JAK2V617F inhibitors: parental Ba/F3 viability inhibitors | inhibition, % at 5.6 µM | 220,000 compounds, 1.1% hits | CellTiter-Glo ATP luminescence;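 active means inhibition above a per-campaign cutoff, the mean inhibition of all tested compounds plus 3 SD, cut at about 27% in these data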;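 further: 0% = DMSO wells and 100% = JAK Inhibitor I control wells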
* marks the source's active call; other numbers are inactive results; nt = no result given; [ ] = dose if it differs, or a comment.

no.	mol	Ba/F3 V617F tox	BaF3 parental	Wee1 stabilizer	PERK inh	S1P4 ag	NPY2 pot ag	eIF4E-4G inh	Mdm2 ligase inh	S1P4 antagonist
1	COc1ccc(C(O)P(=O)(OC(C)C)OC(C)C)c(OC)c1 (stereo not drawn)	-1	-3	1	1.0	0.5	-1	0	-12	4
2	O=C(CSc1nnc(Cc2cc(=O)[nH]c(=O)[nH]2)n1-c1ccc(F)cc1)N1CCCCC1	-3	2	-2	0.9	-0.9	13	1[fluorescence artefact?]	-16	-3
3	CCCc1nc2ccccc2[nH]1	-4	1	-1	1.4	0.8	1	4[fluorescence artefact?]	-3	13
4	CC(C)CN(C(=O)CN1CCN(c2ccc(O)cc2)CC1)c1c(N)n(CC(C)C)c(=O)[nH]c1=O	3	11	-3	0.1	5.3	7	0[fluorescence artefact?]	-5	-18
5	CC(C(=O)O)n1nc2ccccc2n1 (stereo not drawn)	1	1	1	-0.4	1.6	-1	6	-20	6
6	N#CC(C(=O)OC1CCCCC1)c1nc2ccccc2nc1N1CCCCC1 (stereo not drawn)	-2	2	-1	0.8	0.2	14	3[fluorescence artefact?]	-17	5
7	CC(C)Cn1c(N)c(C(=O)COC(=O)c2cc(C(F)(F)F)nc3c(C(F)(F)F)cccc23)c(=O)n(C)c1=O	3	6	5	1.0	0.9	8	10[fluorescence artefact?]	nt	8
8	COCCCNCCCOc1ccc(Cl)cc1C(C)(C)C	-1	4	0	-1.1	0.3	-14	9	-7	-9
9	Cc1ccc(NC(=O)COC(=O)c2ccccc2Nc2ccccc2)cc1	-4	0	3	0.8	-0.2	6	5[fluorescence artefact?]	2	2
10	N/C(=N\OC(=O)N1CCOCC1)c1ccc(Br)cc1	5	12	-1	0.0	-2.3	5	1	15	-22
11	O=C(Nc1ccc2c(c1)OCCO2)C1CCCN1S(=O)(=O)c1ccc(Cl)cc1 (stereo not drawn)	-4	4	-1	-0.4	-1.5	4	-4[fluorescence artefact?]	-12	5
12	Cc1ccc(C(C(=O)NC2CCCCC2)N(C(=O)c2csnn2)C2CCCC2)o1 (stereo not drawn)	3	7	-3	-0.4	-0.9	-6	1	-15	-3
13	Cc1nn(C)cc1C(C(=O)NC1CCCCC1)N(C(=O)c1cnccn1)c1ccc(Oc2ccccc2)cc1 (stereo not drawn)	-1	-1	-2	-0.8	0.4	-14	-2[fluorescence artefact?]	-1	5
14	O=C(CSc1nc2ccccc2c(=O)n1CC1CCCCC1)N1CCOCC1	-3	3	-1	-0.8	1.1	-15	6	11	-9
15	Cc1coc2c1c(C)cc1oc(=O)c(Cc3ccccc3)c(C)c12	-4	-1	0	0.7	-1.1	7	-3	2	9
16	Cc1cccc(NC(=O)c2cc3ccccc3o2)c1	3	8	3	-0.2	-1.9	-10	1	-14	2
17	N/C(=N\OC(=O)c1ccc(Cl)cc1)c1cccnc1	2	5	2	0.1	-1.2	5	-4	2	-17
18	COc1cc(OC)nc(NC(=O)CSc2nc3ccccc3o2)n1	-1	2	-1	-0.6	0.7	-7	3	-17	-14
19	COc1ccc(OC)c(NC(=O)Cn2cc(C(=O)c3ccco3)c3ccccc32)c1	-2	2	3	-1.3	-3.2	-4	-3	0	-22
20	Cc1cc(NC(=O)CCC(=O)N(CCC(C)C)C(C(=O)NC2CCCC2)c2cccnc2)no1 (stereo not drawn)	0	-1	-5	2.4	-1.3	15	1	1	2
21	Cc1cc(NC(=O)COC(=O)c2c(C)noc2C)ccc1Br	-1	3	3	0.9	0.6	-18	6	-25	-19
22	CCOC(=O)N1CCN(C(=O)c2cc3c(ccc4ccccc43)oc2=O)CC1	-4	-2	0	-0.4	-0.2	11	-6	-9	16
23	C=CCN1C(=O)S/C(=C/c2ccsc2)C1=O	-2	0	2	0.5	3.7	-2	1	6	9
24	Cc1nc(N)[nH]c(=O)c1CC(=O)OCCCl	1	0	0	-0.6	0.6	6	-1	-3	-5
25	COc1cc(C2C(C#N)=C(N)Oc3cc(C)oc(=O)c32)ccc1OC(=O)N1CCOCC1 (stereo not drawn)	-2	5	0	0.9	-0.8	7	-12	-9	-15
26	COc1ccc(CCNC(=O)CSc2ccc(-c3ccco3)nn2)cc1OC	-2	-1	-1	-0.4	0.5	0	1	-9	-6
27	CCCCOC(=O)/C=C\C(=O)NC(N)=O	0	-8	-2	0.2	1.5	-26	-4	-7	5
28	CCN(CC)S(=O)(=O)c1ccc(C)c(NC(=O)CSc2nc3ccc(C)cc3[nH]2)c1	-1	5	0	-0.1	1.7	-4	0	-15	7
29	CCOCCCNC(=O)CS(=O)(=O)Cc1nc(-c2cccc(OC)c2)oc1C	5	-3	-3	-0.8	-0.6	-9	-6	-6	-1
30	CCOc1ccc(N(CC(=O)Nc2ccc(C)c(C)c2)S(=O)(=O)c2c(C)[nH]c(=O)[nH]c2=O)cc1	4	0	3	0.3	1.1	-11	2	-10	9
31	S=C(NNc1ccnc2cc(Cl)ccc12)Nc1ccc(Cl)cc1Cl	-2	-5	-1	0.9	1.3	32	8	nt	-7
32	O=c1c2cc(Cl)ccc2[nH]c(=S)n1Cc1ccccn1	-4	4	-1	0.2	-0.4	4	-5	4	-12
33	Cc1ccc(C(=O)Oc2ccc(C(=O)COC(=O)c3cnccn3)cc2)cc1	0	6	1	-0.2	2.3	-3	-1	-23	-2
34	N#Cc1nc(-c2ccco2)oc1N1CCOCC1	-1	1	3	0.9	0.2	-22	19	-7	11
35	C=CCOc1c(CNc2cccc(C(=O)O)c2)cccc1OCC	0	3	0	1.7	2.5	2	-3	0	-14
36	CC1CCN(C(=O)CSc2nncn2C)CC1	3	9	-3	0.2	-0.2	-18	0	-9	-5
37	CCOC(=O)CN(C(=O)CSc1nnc2c(n1)[nH]c1c(C)cc(C)cc12)c1ccccc1	-2	4	3	-0.5	1.9	12	-19	-8	-14
38	Cc1noc(C)c1CSCC(=O)N1CCN(c2ccc(F)cc2)CC1	2	7	0	0.0	-0.2	-8	-11[fluorescence artefact?]	-15	-9
39	O=C(c1cccc(F)c1)N1CCN(c2ccc([N+](=O)[O-])c(N3CCOCC3)c2)CC1	3	8	5	-0.5	-1.9	4	4[fluorescence artefact?]	-1	-14
40	O=C(Cn1nnc(-c2ccccc2-n2cnnn2)n1)NCc1ccccc1	1	7	-2	-0.6	3.3	5	-4	-10	-6
41	O=C(Nc1ccccc1SCC1CSc2nc3ccccc3c(=O)n21)c1ccccc1 (stereo not drawn)	-1	4	1	-0.6	-1.1	4	-1	-6	-11
42	COC(=O)c1ccccc1NC(=O)CSc1[nH]c(=O)cc(C)c1C#N	0	12	7	0.7	0.2	5	3	-2	-17
43	O=C(O)CC1(CC(=O)NCc2cc(F)cc3c2OCOC3)CCCCC1	4	0	-1	0.9	0.0	11	6	-9	3
44	Cn1c2ccccc2c(=O)c2c(=O)n(Cc3ccco3)c(-c3ccc(Cl)cc3Cl)nc21	1	-2	-2	0.3	0.5	10	10	-2	-17
45	NC(=O)CCS(=O)(=O)c1ccccc1	-2	-1	-1	-0.4	-0.3	18	-7	-5	4
46	Cc1ccc(NC(=S)C2=C(O)c3sccc3N(C)S2(=O)=O)cc1	-1	4	1	0.0	3.3	-2	3	-25	-14
47	Oc1c(C(c2cccc(F)c2)N2CCN(Cc3ccccc3)CC2)sc2ncnn12 (stereo not drawn)	2	3	1	0.2	1.2	-3	1	-14	1
48	CC(=O)N1CCN(S(=O)(=O)c2c(F)cc(F)c(Cl)c2F)CC1	-2	0	-2	0.4	-2.0	3	-5	11	7
49	COc1ccc(Cl)cc1C(Nc1cccnc1)c1ccc2cccnc2c1O (stereo not drawn)	9	0	4	-0.3	-1.0	-22	27	-10	-14
50	NC(=O)N/N=C/c1cc(F)cc(F)c1	1	-5	0	0.8	-0.7	2	-1	-7	-4

Other compounds follow:
no.	mol	Ba/F3 V617F tox	BaF3 parental	Wee1 stabilizer	PERK inh	S1P4 ag	NPY2 pot ag	eIF4E-4G inh	Mdm2 ligase inh	S1P4 antagonist
51	O=C(CSc1ccc(/C=N/NC(=O)c2cccc(F)c2)o1)Nc1ccccc1	2	6	9.5*	-0.7	0.7	2	-1	2	-10
52	Cc1ccc(Nc2nc(-c3sc(NC(=O)c4ccc([N+](=O)[O-])cc4)nc3C)cs2)cc1	-3	5	2	0.1	0.7	4	-19	-12	-3
53	Cc1ccc(C(=O)NCc2ccccc2)c(F)c1F	-6	0	0	1.7	-1.6	0	-3	-21	3
54	CCOC(=O)N1CCN(c2c(NCCCN3CCCC(C)C3)c(=O)c2=O)CC1 (stereo not drawn)	2	2	1	-0.6	1.0	-1	-1	-15	-8
55	CCCCCCSC1=C(C#N)C(c2ccc(O)cc2)CC(=O)N1 (stereo not drawn)	-2	3	-3	-0.3	-2.2	-15	-7[fluorescence artefact?]	-16	-12
56	CCN(CC)c1ccc(S(=O)(=O)N2CCOCC2)cc1NC(=O)c1cc(=O)c2ccccc2o1	3	11	0	-0.1	0.4	3	-1	-8	-2

Assay outcomes as filed in PubChem.
